Assay outcomes from PubChem.
PhoP GFP inhibition = PhoP regulon inhibitors, Salmonella typhi PhoP promoter GFP reporter, confirmatory (AID 1850); Salmonella Typhi PhoP-promoter GFP reporter, fluorescence, 4 h; higher % means a stronger effect; one-dose inhibition, % at 50 µM; IC50 in µM for titrated hits; 310,000 compounds, 0.33% hits; in the data active means a potency from the dose series; inconclusive means inhibition mostly from about 25% at the one dose, without a potency; inactive means the rest, 99 in 100 with inhibition below about 19%;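 further: 0% = induced wells with vehicle and 100% = uninduced wells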
H37Rv inhibition = M. tuberculosis growth inhibition, HTS (AID 449762); M. tuberculosis H37Rv growth inhibition, 7H9 media; higher % means a stronger effect; one-dose inhibition, % at 25 µM; IC50 in µM for titrated hits; 330,000 compounds, 0.59% hits; in the data active means a potency from the dose series; inconclusive means inhibition above about 70% without an active follow-up result;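 further: bacterial growth assessed after seven days of incubation; strong numbers were not always called active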
M. tuberculosis = growth inhibition of non-replicating M. tuberculosis (AID 488890) | Mycobacterium tuberculosis non-replicating, growth inhibition; higher % means a stronger effect | inhibition, % at 25 µM; hits with a dose series show IC50 in µM | 320,000 compounds, 0.39% hits; in the data active means a potency from the dose series; inconclusive means inhibition mostly from about 82% at the one dose, without a potency; inactive means the rest, 99 in 100 with inhibition below about 76%;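 further: plate controls were DMSO cells for no effect and high antibiotic wells for full effect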
VEEV TC-83 Vero = inhibitors of VEEV TC-83 cytopathic effect, confirmation, Vero cells (AID 588727); Vero cells, VEEV TC-83 cytopathic effect inhibition; higher % means a stronger effect; inhibition, % at 20 µM, or IC50 in µM where a hit was titrated; 350,000 compounds, 0.13% hits; in the data active means a potency from the dose series; inconclusive means inhibition mostly from about 14% at the one dose, without a potency; inactive means the rest, 99 in 100 with inhibition below about 12%; further: strong numbers were not always called active
influenza NS1A = NS1A inhibition, H1N1 influenza, cell based functional assay (AID 504329) | NS1A functional cell-based assay, percent inhibition; higher % means a stronger effect | inhibition, % at 12.5 µM; hits with a dose series show IC50 in µM | 340,000 compounds, 0.3% hits; in the data active means a potency from the dose series; inconclusive means inhibition above about 27% without an active follow-up result; further: strong numbers were not always called active
VEEV TC-83 Vero 10K pilot screen = second read-out of VEEV TC-83 Vero, no call of its own (marks repeat the call); inhibition, %; measured here: 10K pilot screen inhibition
* = called active by the depositor; i = inactive; u = inconclusive; x = not tested or not shown.

Preview:
SMILES	PhoP GFP inhibition	H37Rv inhibition	M. tuberculosis	VEEV TC-83 Vero	influenza NS1A	others
Cc1cccc(C)c1NC(=O)C(Cl)C(=O)c1ccccc1 (stereo not drawn)	5%	0%	72%	6.2%	5%
CCCCNC(=O)CCn1c(=O)c2ccccc2n(CC(=O)NCCc2ccc(OC)c(OC)c2)c1=O	-3%	-6%	-2%	5.0%	3%
CC(C)c1ccc(OCC(=O)N2CCCCCC2)c(Br)c1	10%	10%	52%	i	-19%

The listing, repeating the preview:
SMILES	PhoP GFP inhibition	H37Rv inhibition	M. tuberculosis	VEEV TC-83 Vero	influenza NS1A	others
Cc1cccc(C)c1NC(=O)C(Cl)C(=O)c1ccccc1 (stereo not drawn)	5%	0%	72%	6.2%	5%
CCCCNC(=O)CCn1c(=O)c2ccccc2n(CC(=O)NCCc2ccc(OC)c(OC)c2)c1=O	-3%	-6%	-2%	5.0%	3%
CC(C)c1ccc(OCC(=O)N2CCCCCC2)c(Br)c1	10%	10%	52%	i	-19%
Cc1cc(NC(=O)c2cnn3c(C(F)F)cc(C4CC4)nc23)no1	13%	-2%	-7%	2.5%	1%
O=C1CCC[C@@H]2Cc3nc4cc5c(cc4cc3[C@@H]3CCN1[C@H]23)OCO5	x	x	x	0.7%	0%
CCOc1ccccc1NC(=O)CSCC(=O)Nc1ccccc1	1%	-6%	26%	2.3%	21%	VEEV TC-83 Vero 10K pilot screen=0.0
CN1CCN(C(=S)Nc2cccc(Cl)c2)CC1	0%	-1%	-4%	2.0%	-4%
CCCc1cc(=O)oc2c(CN(CC)CC)c(O)c(Cl)cc12	1%	-5%	-1%	i	1%
Cc1ccc(C)c(Oc2coc3cc(OCC(=O)Nc4ccccc4C(C)C)ccc3c2=O)c1	-3%	-4%	-14%	x	x
COc1cc(NC(=O)Nc2cccc3cccnc23)cc(OC)c1OC	6%	2%	25%	11%	7%
CC12CCC(C(=O)N(CC(O)CN3CCN(Cc4ccccc4)CC3)C1=O)C2(C)C (stereo not drawn)	-3%	0%	6%	2.8%	x
CCCCc1c(C)nc2c(OC)cccc2c1SCCC(=O)O	-3%	7%	-16%	i	-4%
CCOc1ccccc1-n1c(CNc2ccc(F)cc2)nnc1SCC(=O)NCc1ccco1	0%	1%	40%	6.1%	4%
O=C(NCCN1CCOCC1)c1ccccc1-c1ccccc1	-8%	-9%	-7%	0.0%	7%
COCCNC(=O)c1ccccc1NC(=O)CN(c1ccc2c(c1)OCO2)S(C)(=O)=O	-11%	-7%	7%	2.9%	7%	VEEV TC-83 Vero 10K pilot screen=0.3
Cc1nn(Cc2ccccc2)c(C)c1C(=O)OCC(=O)Nc1cccc(S(N)(=O)=O)c1	2%	9%	16%	2.5%	-4%
Cc1cc(C)cc(C(=O)NC(=S)Nc2ccc(-c3cc4ccccc4oc3=O)cc2)c1	-9%	-9%	-1%	0.2%	-6%
C=CCN1C(=O)C(CC(=O)O)SC1=Nc1ccc(N=Nc2ccccc2)cc1 (stereo not drawn)	-4%	-3%	14%	i	9%
CCOC(=O)[C@H]1[C@H]2COc3ccc(C)cc3[C@@H]2N2C(=O)c3ccc(C)cc3NC(=O)[C@@]12C	4%	2%	24%	1.0%	4%
O=C(NCC1CCCO1)c1cccc(NS(=O)(=O)c2ccccc2)c1 (stereo not drawn)	2%	-5%	-9%	2.5%	-4%
CC1(C)C(=O)Nc2ccccc2N1C(=O)COC(=O)Cc1ccc(Cl)c(Cl)c1	x	-1%	49%	i	-9%
CC1CCN(C(=O)C2CCCN(c3ncnc4c3nc3n4CCCCC3)C2)CC1 (stereo not drawn)	7%	3%	18%	2.1%	-4%
COc1cc(Br)c(Br)c(Br)c1N	4%	-6%	55%	i	-1%
CCc1sc(NS(C)(=O)=O)nc1-c1ccccc1	-8%	-8%	17%	i	-2%
CCOc1ccc2nc(-c3ccccc3)[nH]c2c1	5%	-7%	-1%	8.0%	-3%

For convenience, 2 of the compounds above.
SMILES	PhoP GFP inhibition	H37Rv inhibition	M. tuberculosis	VEEV TC-83 Vero	influenza NS1A	others
CCCCc1c(C)nc2c(OC)cccc2c1SCCC(=O)O	-3%	7%	-16%	i	-4%
CCOc1ccccc1-n1c(CNc2ccc(F)cc2)nnc1SCC(=O)NCc1ccco1	0%	1%	40%	6.1%	4%

Later entries.
SMILES	PhoP GFP inhibition	H37Rv inhibition	M. tuberculosis	VEEV TC-83 Vero	influenza NS1A	others
COc1cccc(C(=O)NC(=S)Nc2ccc3c4c(cccc24)CC3)c1	1%	-3%	12%	9.2%	9%
CCn1c(/C=C/c2ccc(O)cc2)nc2ccccc2c1=O	-2%	1%	36%	3.7%	2%
Cc1ccccc1C(=O)NC(=S)Nc1ccc(N2CCOCC2)cc1	5%	7%	16%	0.8%	-2%
COc1cccc(NS(=O)(=O)c2ccc3[nH]cc(C(=O)NCCN4CCOCC4)c(=O)c3c2)c1	-8%	-5%	3%	0.4%	-2%	VEEV TC-83 Vero 10K pilot screen=2.3
CCN1CCN(C(=S)c2ccc(Cl)c(Cl)c2)CC1	-6%	2%	13%	i	5%
O=C(O)CCc1nc(-c2ccc(Cl)cc2)no1	2%	-7%	5%	2.1%	-4%
Oc1ccc2c3c1OC1c4oc5ccccc5c4C[C@@]4(O)[C@@H](C2)N(CC2CC2)CC[C@]314 (stereo partly drawn)	x	-2%	8%	0.6%	3%
O=C(c1ccc2c(c1)OCO2)N1CCCC1	-11%	0%	-10%	0.8%	-1%
Nn1c(SCc2cn3cc(Cl)ccc3n2)nnc1-c1ccncc1	7%	6%	12%	1.7%	-1%
O=C1CSC(c2cn(-c3ccccc3)nc2-c2cc3ccccc3oc2=O)N1Cc1ccccc1 (stereo not drawn)	-10%	6%	17%	6.9%	2%
CN(CC(=O)Nc1ccc(F)cc1)C(=O)COC(=O)Cc1cccs1	-2%	-6%	-1%	1.8%	-1%
Cc1cccc(-n2nnc(C(=O)N3CCc4ccccc4C3)c2N)c1	-9%	11%	47%	7.1%	3%
COc1cccc(/C=C/C(=C2/C(=O)N(c3ccccc3)N=C2C)c2ccc(Br)cc2)c1OC	6%	22%	-20%	2.4%	-3%
O=[N+]([O-])c1ccc(CCn2ccnc2)cc1	3%	-2%	-1%	0.3%	-2%
CCCCCCCCOC(=O)CCc1c(C)[nH]c(=S)[nH]c1=O	6%	0%	25%	i	-10%
Cc1ccc(NC(=O)c2cc(-n3cnnc3)ccc2Cl)cc1	-2%	-15%	11%	0.2%	6%
Fc1ccc(Oc2ccnc(Cl)n2)c(Cl)c1	-7%	10%	20%	2.8%	x
CCOC(=O)c1c(NC(=O)COC(=O)CCNS(=O)(=O)c2ccccc2)sc(C(=O)N(C)C)c1C	x	x	x	2.6%	-1%
CCCN1CCC(=NNC(=O)c2ccc(Br)o2)CC1	-8%	-9%	0%	2.2%	-1%
CC1Cc2ccccc2N1C(=O)Cn1c(=O)oc2cc(S(=O)(=O)N3CCCCC3)ccc21 (stereo not drawn)	-21%	1%	x	1.1%	1%
O=C(Oc1coc(CSc2nnc(NC(=O)c3cccs3)s2)cc1=O)c1ccccc1	-2%	-3%	67%	i	1%
CC(CNC(=O)c1cc(Cl)ccc1[N+](=O)[O-])NC(=O)c1cc(Cl)ccc1[N+](=O)[O-] (stereo not drawn)	-1%	-12%	5%	0.2%	3%
CCS(=O)(=O)N1CCC(C(=O)NCCN2CCN(Cc3ccccc3)CC2)CC1	3%	-7%	-8%	i	5%
CSc1ccc(S(=O)(=O)NCC(=O)OC2CCOC2=O)cc1[N+](=O)[O-] (stereo not drawn)	-5%	2%	-1%	2.4%	-8%
O=C(O)CSc1sc(=S)sc1SCC(=O)O	-15%	-7%	32%	1.2%	3%

Retrieved one by one from the entries so far:
SMILES	PhoP GFP inhibition	H37Rv inhibition	M. tuberculosis	VEEV TC-83 Vero	influenza NS1A	others
CCS(=O)(=O)N1CCC(C(=O)NCCN2CCN(Cc3ccccc3)CC2)CC1	3%	-7%	-8%	i	5%
CCn1c(/C=C/c2ccc(O)cc2)nc2ccccc2c1=O	-2%	1%	36%	3.7%	2%

Some of these compounds in order of SMILES length, descending.
SMILES	PhoP GFP inhibition	H37Rv inhibition	M. tuberculosis	VEEV TC-83 Vero	influenza NS1A	others
COc1cccc(/C=C/C(=C2/C(=O)N(c3ccccc3)N=C2C)c2ccc(Br)cc2)c1OC	6%	22%	-20%	2.4%	-3%
O=C(NCC1CCCO1)c1cccc(NS(=O)(=O)c2ccccc2)c1 (stereo not drawn)	2%	-5%	-9%	2.5%	-4%
CCn1c(/C=C/c2ccc(O)cc2)nc2ccccc2c1=O	-2%	1%	36%	3.7%	2%

Remaining list, next part:
SMILES	PhoP GFP inhibition	H37Rv inhibition	M. tuberculosis	VEEV TC-83 Vero	influenza NS1A	others
O=C(C1CCC(CNS(=O)(=O)c2cccc3cccnc23)CC1)N1CCc2ccccc21 (stereo not drawn)	-9%	-2%	3%	6.9%	6%
Cc1cc(C)n(-c2nc3c(c(=O)[nH]c(=O)n3C)n2CC(O)c2ccccc2)n1 (stereo not drawn)	-8%	-7%	-12%	0.5%	4%
O=S(=O)(c1ccccc1)N1CCN(Cc2ccccc2C(F)(F)F)CC1	-9%	3%	12%	i	15%
Cc1ccc(C(C(=O)Nc2ccc(C(C)C)cc2)N(C)C(=O)c2ccc(=O)[nH]c2)cc1 (stereo not drawn)	13%	36%	4%	0.8%	2%
CCOc1ccc(N2CC(C(=O)NCc3ccc(C)n3C)CC2=O)cc1 (stereo not drawn)	2%	-5%	8%	1.3%	-4%
COc1ccc(CN2CCN(C(=O)CCC(=O)c3ccc(C)s3)CC2)cc1OC	x	0%	22%	4.7%	-9%
Cc1onc(-c2ccccc2)c1CNC(=O)CN1C(=O)c2ccccc2C1=O	23%	8%	-4%	2.5%	-25%
Cc1nc(NCc2ccccc2)c2cc[nH]c2n1	0%	-4%	2%	i	-7%
CCn1c(SCC(=O)NC2CCCCC2)nnc1-c1cccs1	13%	-4%	20%	1.7%	1%
Cc1occc1-c1nnc(SCC(=O)Nc2ccccc2)n1CCc1ccccc1	-12%	-10%	x	1.7%	1%
Cc1coc2cc3oc(=O)c(CCC(=O)NCCCN4CCCC4=O)c(C)c3cc12	19%	-8%	-9%	1.6%	-5%
O=C(CCc1nnc(Cc2ccc3c(c2)OCO3)o1)NCc1nc2ccccc2s1	x	x	x	i	-12%
Cc1ccc2cc(/C=C/C(=O)c3ccco3)c(Cl)nc2c1	4%	u	69%	30%	x
O=C(N/N=C/c1cccc([N+](=O)[O-])c1)C(=O)N1CCCCCC1	7%	3%	20%	2.2%	1%
Cc1nn(C)cc1CN(C)C(=O)CCc1nnc(CCC2CCCCC2)o1	-1%	-6%	15%	2.1%	-24%
COc1ccc(NC2CCCN(C(=O)COc3ccc(C)cc3)C2)cc1 (stereo not drawn)	-10%	u	46%	5.6%	-2%
Cc1ccc(NC(=O)N2CCCC(c3nc(-c4ccc(F)cc4)no3)C2)cc1 (stereo not drawn)	12%	4%	15%	1.5%	-6%
CCOc1ccc(CN(CC)C(=O)c2ccc3c(c2)[nH]c(=O)c(=O)n3CC)cc1OC	11%	9%	-2%	0.0%	0%
COc1cccc(C(=O)Nc2ncc3c(n2)CC(C)(C)CC3=O)c1	-3%	-1%	-18%	1.9%	-2%
CCc1c(C)sc(NC(=O)CC#N)c1C#N	-13%	-5%	4%	1.2%	8%
COc1ccc(S(=O)(=O)N2CCC(C(=O)NCc3ccncc3)CC2)cc1	4%	-8%	1%	0.2%	-4%
CC(C)n1c(SCC(=O)N2CCCC2)nc2c1c(=O)n(C)c(=O)n2C	4%	-8%	-2%	0.1%	1%
FC(F)(F)c1cccc(-c2nc3nc(Cl)c(Cl)nc3[nH]2)c1	-6%	15%	u	i	-23%
Cc1ccc(NC(=O)OCCN2CCN(Cc3ccccc3)CCC2=O)cc1C	1%	-6%	11%	0.5%	5%	VEEV TC-83 Vero 10K pilot screen=1.3
Cn1cc(C(=O)c2ccc(Cl)cc2Cl)cc1C(=O)N/N=C(\N)COc1ccccc1	4%	1%	4%	8.8%	-5%
C/C(=N\NC(=O)c1nnn(-c2nonc2N)c1CSc1ccc(Cl)cc1)c1ccco1	5%	1%	0%	0.6%	2%
Cc1oc(-c2ccc(Cl)cc2)nc1CN1CCC(C(=O)N2CCN(Cc3ccccc3)CC2)CC1	1%	-1%	62%	5.8%	4%
